Bioassay records from PubChem.
a7 integrin act: activates integrin-mediated alleviation for muscular dystrophy | alpha7betagal myoblasts, beta-gal FDG fluorescence, 48 h | Potency, µM (highest dose often 38.3 µM), inactives show top-dose activation, hits mostly activators | 350,000 tested, 0.064% active | AID 624291;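 note: potency is the fitted concentration of half-maximal effect; 100% = response of the positive control SU9516; nearly all actives have a fitted effect of over 60% in size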
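Alpha7betagal+/- myoblasts (passage 13) were plated 16-24 hr, then exposed to compounds (1:260 dilution of DMSO stock) for 48 hours at 37C. After MPER lysis, β-galactosidase reporter activity was read as FDG fluorescence (ex 480/em 540) after 30 minutes.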
Coupling enz: inhibits coupling enzyme system, counter-screen for aldolase hits. coupling enzyme system counterscreen, AmpLite Red fluorescence. activity change, negative = inhibition, % at 58.2 µM, hits read low. 290,000 tested, 0.67% active; in the data active = activity change below about -30%; note: % is set by controls: 0 for no effect and ±100 for the full control effect
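Compounds tested against the coupling enzymes alone at 57.5 uM final; readout was AmpLite Red fluorescence (525/598 nm) after 20 min at RT.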
GALK inhibitor: inhibitors of human galactokinase; Potency, µM (titrated, usually from 57.5 µM), inactives show top-dose activity change, negative = inhibition, most hits filed as inhibitors; P51570; 270,000 tested, 0.007% active; Purified GALK, Kinase-Glo residual ATP luminescence; AID 1868; note: potency is the fitted concentration of half-maximal effect; % is set by controls: 0 for no effect and ±100 for the full control effect
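ATP-depletion format; final 35 uM ATP, 100 uM D-galactose, 5 nM enzyme; pH 8.0 HEPES/Mg2+ buffer; 60 min RT; luminescence read 10 min after detection reagent.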
B2AR arrestin: beta2AR (human) beta-arrestin recruitment activity; P07550; beta-arrestin recruitment to beta2AR, cell-based reporter; Potency, µM (titrated, usually from 46.1 µM), for the others: at the top dose activation, most hits filed as activators; 330,000 tested, 0.02% active; AID 492947;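 note: potency is the fitted concentration of half-maximal effect; 0% = DMSO controls and full agonism = EC100 isoproterenol or metaproterenol; nearly all actives have a fitted effect of over 65% in size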
ASM inhibitor: human S-ASM enzyme inhibition; placental ASM, HMU-PC fluorogenic substrate, 60 min; P17405; Potency, µM (top dose mostly 57.5 µM), for the others: at the highest dose activity change, negative = inhibition, hits mostly inhibitors; 340,000 tested, 0.006% active; note: potency is the fitted concentration of half-maximal effect
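Steps: dispense placental human ASM, pin compound, wait 10 min at room temperature, add HMU-PC0 substrate at 9 uM final, incubate 60 min at 37 °C, add stop solution raising pH to 10, read fluorescence.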
Chronic BCR inh: chronic active BCR signaling inhibition; ABC-DLBCL IkBa-CBG/CBR reporter, luminescence ratio, 4 h; Potency, µM (doses to about 46.1 µM), for inactives: at the top dose ratio change, negative = lower green/red ratio, most hits filed as inhibitors; 340,000 tested, 0.05% active; AID 493014; active = well fitted inhibition curve with a large enough effect in the signal ratio, with a control signal flat, not every such curve was filed as active; inconclusive = small, poorly fitted or top-dose-only effect, or effect the other way, or a change in a side signal; the % refers to the signal ratio;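 note: potency is the fitted concentration of half-maximal effect; plate controls were basal doxycycline-induced cells for no effect and cells given 10 µM MG132 for full effect; MG132 reads +100%, hits lower the ratio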
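TMD8 ABC-DLBCL cells carrying doxycycline-inducible green luciferase fused to IkappaBalpha plus unfused red luciferase were exposed to compounds (up to 46 uM) for 4 hrs at 37C. Activity came from the overlap-corrected green/red luminescence ratio.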
Tb PFK inh: T. brucei PFK enzyme inhibition. Potency, µM (top dose mostly 57.5 µM), for the others: at the highest dose activity, negative = inhibition, most hits filed as inhibitors. 330,000 tested, 0.17% active. T. brucei PFK, ADP-Glo luminescence;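 note: potency is the fitted concentration of half-maximal effect; 0% = uninhibited 1x PFK enzyme wells and -100% = no-enzyme wells; nearly all actives have a fitted effect of over 60% in size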
Target sequence (O15648 whole entry, looked up): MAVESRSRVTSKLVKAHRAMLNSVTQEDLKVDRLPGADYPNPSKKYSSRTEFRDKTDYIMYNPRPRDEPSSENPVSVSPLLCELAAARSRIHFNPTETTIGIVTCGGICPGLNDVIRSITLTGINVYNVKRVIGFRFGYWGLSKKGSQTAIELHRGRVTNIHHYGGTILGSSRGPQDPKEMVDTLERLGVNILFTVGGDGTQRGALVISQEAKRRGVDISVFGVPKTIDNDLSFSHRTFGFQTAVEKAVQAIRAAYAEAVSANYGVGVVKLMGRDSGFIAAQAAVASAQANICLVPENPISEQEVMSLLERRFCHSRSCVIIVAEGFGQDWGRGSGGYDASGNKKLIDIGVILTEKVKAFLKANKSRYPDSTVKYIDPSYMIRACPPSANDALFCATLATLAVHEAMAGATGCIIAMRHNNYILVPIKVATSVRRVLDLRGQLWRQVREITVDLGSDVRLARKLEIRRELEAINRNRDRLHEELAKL
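Activity is normalized to no-enzyme wells (full inhibition) and 1.25 nM enzyme wells (no inhibition). Reaction: 0.5 mM F6P, 0.1 mM ATP, 45 min RT, ADP-Glo luminescence; concentration-response curves fitted and classed by quality.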
PKM2 act: increases activity of human pyruvate kinase M2; AID 1631; purified PKM2, Kinase-Glo ATP luminescence, activation; response scale: 0% is enzyme alone, no compound; 260,000 tested, 0.34% active; P14618; Potency, µM (highest dose often 57.5 µM), without a hit: at the top dose activation, usual class: activators; note: potency is the fitted concentration of half-maximal effect; % is set by controls: 0 for no effect and ±100 for the full control effect; nearly all actives have a fitted effect of over 55% in size
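hPK-M2, >95% pure; 0.1 mM ADP / 0.5 mM PEP final; imidazole pH7.2 buffer w/ 7 mM MgCl2, 50 mM KCl; 1 h RT; Kinase-Glo lum. Intermediate enzyme activity for dual inhibitor/activator qHTS.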
Giardia killer: Giardia lamblia killing. Giardia lamblia trophozoite viability. activity change, % at 7.66 µM, hits read low. 340,000 tested, 0.15% active; in the data active = activity change below about -80%; inconclusive = between about -30% and that limit;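 note: parasites exposed to compound for two days anaerobically before the ATP read; % is set by controls: 0 for no effect and ±100 for the full control effect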
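Luminescent ATP signal served as the viability read-out, measured 15-30 min after adding ATP detection reagent to trophozoites that had been incubated with compounds for 48 hrs at 37 deg C anaerobically at 100 cells/well.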
TSG101-PTAP inh: blocks PTAP/TSG101 interaction to inhibit HIV-1 budding; Q99816; Fluorescence polarization, FITC-PTAP peptide / Tsg101 binding; Potency, µM (top dose mostly 115 µM), for the others: at the highest dose activity change, negative = inhibition, actives largely listed as inhibitors; 340,000 tested, under 10 active; AID 493005; active = well fitted inhibition curve with a large enough effect in the main read-out, with a control signal flat, not every such curve was filed as active; inconclusive = small, poorly fitted or top-dose-only effect, or effect the other way, or a change in a side signal; inactive = no such curve, though single readings can be large or run the other way; note: potency is the fitted concentration of half-maximal effect; % of control where 0% means no effect
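Fluorescence anisotropy tracks displacement of a FITC-tagged PTAP peptide (50 nM) from the Tsg101 binding domain (10 uM), following a 20 min room-temperature incubation at pH 7.5.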
Menin MLL FP TR: displaces Texas Red mutant MLL peptide from human menin. O00255. Menin + Texas Red MLL mutant peptide, fluorescence polarization. Potency, µM (series often up to 61.6 µM), without a hit: top-dose FP activity change, negative = inhibition, hits mostly inhibitors. 270,000 tested, 0.23% active. AID 1768; active = well fitted inhibition curve with a large enough effect in the polarisation, with a control signal flat, not every such curve was filed as active; inconclusive = small, poorly fitted or top-dose-only effect, or effect the other way, or a change in a side signal; inactive = no such curve, though single readings can be large or run the other way; the % refers to the polarisation; note: potency is the fitted concentration of half-maximal effect; % of control where 0% means no effect; many of its hits are not listed in these tables
Target sequence (O00255 whole entry, looked up): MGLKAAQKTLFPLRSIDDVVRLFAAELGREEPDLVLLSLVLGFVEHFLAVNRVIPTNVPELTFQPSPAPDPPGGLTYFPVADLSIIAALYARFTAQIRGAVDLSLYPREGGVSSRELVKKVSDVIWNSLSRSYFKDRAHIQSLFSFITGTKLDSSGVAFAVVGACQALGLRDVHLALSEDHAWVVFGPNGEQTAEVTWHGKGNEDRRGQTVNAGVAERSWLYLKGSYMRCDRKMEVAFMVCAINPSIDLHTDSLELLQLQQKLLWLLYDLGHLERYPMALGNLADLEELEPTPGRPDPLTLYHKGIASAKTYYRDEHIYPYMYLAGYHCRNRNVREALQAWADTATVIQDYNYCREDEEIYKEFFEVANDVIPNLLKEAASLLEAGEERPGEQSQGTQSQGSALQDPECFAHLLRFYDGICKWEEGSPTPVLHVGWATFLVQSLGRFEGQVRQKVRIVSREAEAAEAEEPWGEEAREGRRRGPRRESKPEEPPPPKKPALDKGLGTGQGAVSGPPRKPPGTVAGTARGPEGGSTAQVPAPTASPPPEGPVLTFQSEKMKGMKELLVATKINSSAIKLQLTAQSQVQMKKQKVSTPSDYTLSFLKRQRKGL
* = called active by the depositor; u = inconclusive; x = not tested or not shown; & = joins results of further samples; [ ] = dose if it differs, or a comment. Unless noted, calls come from the whole dose curve; as a rule, active = well fitted curve in the direction sought with a large enough effect; inconclusive = small, poorly fitted or top-dose-only effect, or another doubt; inactive = no such curve, though single readings can be large; an effect the other way counts as inactive or inconclusive. Only part of the results is shown; count on the stated rates, not on these rows.

cpd	smiles	a7 integrin act	Coupling enz	GALK inhibitor	B2AR arrestin	ASM inhibitor	Chronic BCR inh	Tb PFK inh	PKM2 act	Giardia killer	TSG101-PTAP inh	Menin MLL FP TR
1	COCCN(C(=O)c1csnn1)C(C(=O)NC1CCCCC1)c1ccccc1 (stereo unspecified)	-12%	0	4%	-0.3%	-2%	-2%	-1%	x	4	-2%	-24%
2	COC(=O)c1cc(OC)c(OC)cc1NC(=O)CSCc1c(C)noc1C	-3%	x	x	-0.4%	0%	-7%	0%	x	7	-2%	x
3	COc1ccc([N+](=O)[O-])cc1NC(=O)COC(=O)Cn1cnc2ccccc2c1=O	-12%	x	x	0.0%	0%	1%	-2%	x	6	-7%	x
4	COc1ccc(C(CNC(=O)c2ccco2)N2CCOCC2)cc1 (stereo unspecified)	-1%	x	x	-0.1%	1%	3%	0%	x	21	-2%	x
5	CCc1nnc(NC(=O)CCN2C(=O)/C(=C/c3cc(OC)c(OC)c(OC)c3)SC2=S)s1	5%	3	0%	-0.4%	-2%	3%	12%	-1%	-9	8%	u
6	O=C(NCc1ccccn1)c1cccc(S(=O)(=O)N2CCc3ccccc32)c1	-10%	x	x	0.0%	0%	-5%	6%	x	3	-2%	x
7	Cc1nc(NS(=O)(=O)c2ccccc2)sc1NC(=O)OC(C)C	5%	9	-2%	-0.6%	5%	-2%	-7%	-4%	-2	-9%	x
8	COc1ccc2c(c1)CCC1=C2NC(=S)NC1c1ccc(N(C)C)cc1 (stereo unspecified)	-4%	1	4%	-0.1%	15%	0%	-4%	-2%	-28	7%	19%
9	Cc1ccccc1-c1nc(CS(=O)CC(=O)NC(C)CCc2ccccc2)c(C)o1 (stereo unspecified)	13%	x	0%	0.9%	-10%	-5%	0%	x	-3	-5%	x
10	COC(C)(C)[C@@H](O)COc1c2ccoc2cc2oc(=O)ccc12	-12%	x	x	-0.7%	11%	-8%	0%	x	-7	-11%	x

The list continues:
cpd	smiles	a7 integrin act	Coupling enz	GALK inhibitor	B2AR arrestin	ASM inhibitor	Chronic BCR inh	Tb PFK inh	PKM2 act	Giardia killer	TSG101-PTAP inh	Menin MLL FP TR
11	Cc1ccc(NC(=O)c2cc(S(=O)(=O)NCCC3=CCCCC3)ccc2F)cc1	-48%[inhibitor]	1	0%	8.5%	-18%	u	8%	5%	-12	-5%	36%[activator]
12	CCN1CCN(C(=O)C2CCN(S(=O)(=O)c3cc(Cl)ccc3Cl)CC2)CC1	1%	1	-2%	-0.1%	3%	-9%	-2%	x	6	0%	-7%
13	O=C1NC(=S)S/C1=C/c1ccc(OC(=O)c2ccco2)cc1	27%	2	9%	-0.6%	1%	u	0%	-11%	-3	-2%	64%[activator]
14	Cc1cc(C)n(CCC(=O)Nc2ccc(-c3ccno3)cc2)n1	-6%	-1	2%	-1.1%	24%	1%	1%	x	0	0%	24%
15	CC(CN1CCCC1)C(=O)NN (stereo unspecified)	-13%	1	1%	0.0%	4%	-6%	-5%	-1%	4	0%	1%
16	Cc1ccc(NC(=O)NCCN2CCCCC2)cc1Cl	-4%	4	5%	-0.3%	0%	-3%	1%	-7%	5	2%	-22%
17	Cc1ccc(CC(=O)Nc2ccccc2N2CCOCC2)cc1C	-17%	-3	1%	-0.3%	2%	-14%	1%	-3%	18	0%	-7%
18	COc1ccc(NC(=O)COc2ccc(C(=O)c3ccc(F)cc3)cc2)cc1S(N)(=O)=O	-9%	2	8%	-1.0%	-7%	-8%	0%	3%	-9	0%	21%
19	Cc1cccc(C(=O)OCC(=O)N2CC(C)CC(C)C2)c1C (stereo unspecified)	9%	x	x	-0.3%	-2%	-1%	-2%	x	9	-5%	x
20	CCN(CC)CCn1c2c(c(SCC(=O)Nc3nc4ccc(C)cc4s3)nc1=O)CCC2	0%	x	x	0.0%	-7%	-4%	-6%	x	-4	0%	x

Going on with the list:
cpd	smiles	a7 integrin act	Coupling enz	GALK inhibitor	B2AR arrestin	ASM inhibitor	Chronic BCR inh	Tb PFK inh	PKM2 act	Giardia killer	TSG101-PTAP inh	Menin MLL FP TR
21	COc1ccc(-c2oc(NC(=O)CSc3ncn[nH]3)c(C#N)c2-c2ccc(OC)cc2)cc1	-35%	9	-2%	3.4%	-22%	u	-5%	0%	0	1%	103%[activator]
22	COc1cc(CNC(=O)c2ccc3oc(C(C)C)nc3c2)cc(OC)c1	17%	-1	3%	-0.7%	-4%	11%	1%	x	-16	-7%	-2%
23	COc1ccccc1COc1ccc2c(C)c(CC(=O)O)c(=O)oc2c1C	10%	8	-5%	0.3%	39%[activator]	0%	2%	x	-12	-6%	93%[activator]
24	CC1(C)C(C#N)=C(N)Oc2c1c(=O)oc1ccccc21	-25%	-2	0%	0.5%	-1%	u	-13%	-9%	2	1%	x
25	CCc1ccc(-c2nc(CN3CCC(C(=O)NCc4ccco4)CC3)c(C)o2)cc1	-47%[inhibitor]	7	-1%	-0.1%	3%	-5%	4%	8%	-9	4%	5%
26	Cc1cccc(/C=C/c2onc(C)c2S(=O)(=O)N2CCC(C(=O)N3CCC(C)CC3)CC2)c1	-13%	x	4%	0.0%	-3%	-5%&-4%	-6%	x	-4	-5%	x
27	CC1(C)CC2CC(C)(CN2C(=O)COC(=O)c2cncc(Br)c2)C1 (stereo unspecified)	-26%	x	x	0.3%	2%	0%	5%	x	6	-5%	x
28	COc1ccc(CN2CCC(C(=O)Nc3ccc(Oc4ccccc4)nc3)CC2)cc1F	-43%	-1	-3%	0.3%	-5%	-6%	1%	-2%	5	-3%	18%
29	CCn1c2ccccc2c2cc(NC(=O)CSc3nnc(-c4ccccc4OC)n3N)ccc21	-16%	-3	-2%	-0.3%	-12%	u	2%	-1%	11	-3%	19%
30	CC(=O)c1ccc(NC(=O)CSc2nnc(NC(=O)c3ccco3)s2)cc1	8%	x	-2%	-0.8%	1%	-10%	2%	-10%	-23	x	x

Going on with the list:
# | Structure | a7 integrin act | Coupling enz | GALK inhibitor | B2AR arrestin | ASM inhibitor | Chronic BCR inh | Tb PFK inh | PKM2 act | Giardia killer | TSG101-PTAP inh | Menin MLL FP TR
31 | CCOC(=O)c1nnc(-c2ccccc2)nc1NCc1ccccc1 | 14%[7.66 µM] | 1 | 1% | -0.2% | -19% | 11% | 0% | 0% | -14 | -3% | 8%
32 | O=C(CN1CCN(S(=O)(=O)c2cccc(F)c2)CC1)Nc1ccnn1C1CCCC1 | -22% | x | x | 0.1% | -1% | 11% | -14% | x | u | -1% | x
33 | Cc1ccc(C2=NN(C(=O)CCl)C(c3ccco3)C2)o1 (stereo unspecified) | -71%[inhibitor] | 1 | 13% | -0.6% | 3% | u | -2% | 18% | 27 | -3% | -2%
34 | COc1ccc(Cc2c(Cl)ncnc2Cl)cc1 | -54%[inhibitor] | 5 | -1% | 0.2% | 4% | u | 0% | 1% | -8 | 2% | 4%

Filtered by structure: the entries above containing two or more sulfur atoms.
# | Structure | a7 integrin act | Coupling enz | GALK inhibitor | B2AR arrestin | ASM inhibitor | Chronic BCR inh | Tb PFK inh | PKM2 act | Giardia killer | TSG101-PTAP inh | Menin MLL FP TR
5 | CCc1nnc(NC(=O)CCN2C(=O)/C(=C/c3cc(OC)c(OC)c(OC)c3)SC2=S)s1 | 5% | 3 | 0% | -0.4% | -2% | 3% | 12% | -1% | -9 | 8% | u
7 | Cc1nc(NS(=O)(=O)c2ccccc2)sc1NC(=O)OC(C)C | 5% | 9 | -2% | -0.6% | 5% | -2% | -7% | -4% | -2 | -9% | x
13 | O=C1NC(=S)S/C1=C/c1ccc(OC(=O)c2ccco2)cc1 | 27% | 2 | 9% | -0.6% | 1% | u | 0% | -11% | -3 | -2% | 64%[activator]
20 | CCN(CC)CCn1c2c(c(SCC(=O)Nc3nc4ccc(C)cc4s3)nc1=O)CCC2 | 0% | x | x | 0.0% | -7% | -4% | -6% | x | -4 | 0% | x
30 | CC(=O)c1ccc(NC(=O)CSc2nnc(NC(=O)c3ccco3)s2)cc1 | 8% | x | -2% | -0.8% | 1% | -10% | 2% | -10% | -23 | x | x
